Screens as filed in PubChem.
H9c2 TAG inh – inhibitors of triacylglycerol accumulation, primary screen, cell-based, uHTS, fluorescence, H9c2; AID 651582, 2012; inhibition, % at 12.5 µM; 0.66% of 230,000 active; H9c2 cells, Nile Red lipid (TAG) fluorescence; cells loaded with 200 µM oleic acid;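 active = pattern-corrected inhibition of lipid staining of at least 50% with the nuclear-stain viability signal not falling by more than 50%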;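 also: 0% = DMSO wells and 100% = triacsin C control wells; some results filed as inactive read as strong as hits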
H9c2 TAG inh DAPI viability – also measured in H9c2 TAG inh; calls as there; DAPI nuclei signal change (viability), lower = more cytotoxic, %;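 whole-well DAPI fluorescence read on a plate reader as a viability signal; minus 50 percent equals half of cells still viable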
The depositor's hits bear a star; i = inactive.

SMILES	H9c2 TAG inh	H9c2 TAG inh DAPI viability
CN(C)/C=N/c1cc(=O)n(Cc2ccccc2)c(=O)n1C	1	-8
CC1C/C(=C/c2ccccn2)C(=O)/C(=C/c2ccccn2)C1 (configuration not stated)	78	-89
O=C(CN1CCC(n2nnc3cc(C(F)(F)F)ccc32)CC1)NCc1cccs1	-1	-5
Cn1c(=O)n(C)c2cc(NC(=O)c3ccc(F)cc3)c(Br)cc21	2	-11
O=C(NCc1ccco1)/C(=C\C=C\c1ccccc1)NC(=O)c1ccccc1Br	6	-2
Cc1ccc(C)c(SCC(=O)OC/C(O)=C(\C#N)c2nc3ccccc3[nH]2)c1	19	-3
CC1Cc2ccccc2N1C(=O)c1cnsn1 (configuration not stated)	-1	-2
Cc1ccc(S(=O)(=O)N2CCC(C(=O)NCCCn3ccnc3)CC2)cc1	-23	-1
Brc1ccc(-c2noc(CCc3ccccc3)n2)cc1	-8	5
COc1ccc(N2CCN(C(=O)COC(=O)c3c(-c4ccccc4)noc3C)CC2)cc1	-20	-3
Cc1nc2c(cnn2-c2ccccc2Cl)c(=O)n1-c1ccc(C(C)C)cc1	38	-3
COc1ccc(N=C(C)c2sc3ccccc3c2O)cc1	-5	-9
Cc1cccc(C(CC(=O)O)n2cccc2)c1 (configuration not stated)	-12	7
CC(C)(C)NC(=S)N/N=C/c1c(Cl)cccc1Cl	13	14
CCn1c(SCC(=O)Nc2cc(OC)ccc2OC)nc2c(c1=O)SCC2	-2	-4
COc1cccc(NC(=O)CN(C)C(=O)c2ccc(-c3cccc(C(F)(F)F)c3)o2)c1	-9	-2
CC(C)c1nc(SCC(=O)NC(=O)NC(C)(C)C)n[nH]1	-4	-2
COC(=O)CNC(=O)COC(=O)/C=C/c1ccc2ccccc2n1	-7	4
Cc1csc2ncc(C(=O)N3CCCc4ccccc43)c(=O)n12	25	-13
COCCN1C(=O)N[C@@H](c2cccc(C(F)(F)F)c2)[C@H](C(=O)OC)[C@H]1C	-6	-6
COc1ccc(S(=O)(=O)Nc2cc(S(=O)(=O)N3CCOCC3)ccc2OC)cc1	-11	1
COc1ccc(N2CCN(c3nc4c(c(=O)n(C)c(=O)n4C)n3CCCc3ccccc3)CC2)cc1	5	0
CC(Cc1ccccc1)N1CCCC1=O (configuration not stated)	-14	10
CC1S/C(=N/N=C/c2ccco2)N(Cc2ccc(F)cc2)C1=O (configuration not stated)	5	1
CC(C)(C)c1ccc(-c2noc(-c3ccno3)n2)cc1	0	2
O=C1CN(S(=O)(=O)c2cccc(Cl)c2Cl)CCN1	-2	6
CCC(C(=O)OC)n1cnc2c(cnn2-c2ccc(Cl)cc2)c1=O (configuration not stated)	-6	3
Cc1ccc(OC(=O)COc2ccccc2)c(-n2nc3ccccc3n2)c1	0	4
CC(=O)c1ccc2c(c1)CCN2	-2	-2
Cc1cccc2cc(C#N)c(NCCNC(=O)c3ccccc3)nc12	-16	4
CC(=O)NC(CC(=O)Nc1ccc(S(=O)(=O)Nc2nccs2)cc1)c1ccccc1 (configuration not stated)	-13	-1
CC(C)n1ncc2c(C(=O)Nc3ccc(S(C)(=O)=O)cc3)cc(C3CC3)nc21	9	-1
COc1ccccc1OCC(=O)c1[nH]c(C)c(C(C)=O)c1C	-69	21
CC(=O)Nc1c(C(=O)O)ccc(C)c1OCc1ccccc1	3	0
CCOc1ccccc1C(=O)N(C)Cc1cc2cc(OC)ccc2[nH]c1=O	1	8
O=C(CN1C(=O)NC(Cc2c[nH]c3ccccc23)C1=O)Nc1ccc(Br)cc1F (configuration not stated)	-12	-2
O=S(=O)(c1cccc(F)c1)N1CCN(C(=S)NCc2ccccc2)CC1	8	-8
Cn1c(SCC(=O)NCC2CCCO2)nnc1-c1c[nH]c2ccccc12 (configuration not stated)	-6	0
CS(=O)(=O)c1ccc(-c2nnc(NC(=O)C3=COCCO3)o2)cc1	10	6
Cc1ccc(OCC(=O)N/N=C/c2cn(C)c3ccccc23)cc1	-6	12
C[C@@H](CSc1ccc(Br)cc1)CN1CC[C@H](NC(=O)OCc2ccccc2)CCC1=O	0	0
CCOC(=O)C/C(C)=N\Nc1ccc([N+](=O)[O-])cc1[N+](=O)[O-]	-14	-3
O=C(NCCN1CCOCC1)c1ccc2c(c1)N(Cc1cccc(F)c1)C(=O)c1ccccc1S2	3	6
C[C@H](NC(=O)c1nc[nH]c1C(=O)N1CCN(C(=O)OC(C)(C)C)CC1)C(=O)OCc1ccccc1	4	7
Cc1ccc(NC(=O)COC(=O)c2c(-c3ccccc3)noc2C)cc1	-8	1
CCCCCC(=O)N1C[C@H](n2cc(COC(=O)c3ccccc3)nn2)[C@@H](O)C[C@@H]1c1ccc(Cl)cc1	19	6
O=C1CN(c2nc(-c3cccs3)nc3sc4c(c23)CCCC4)CCN1	16	4
COC(=O)c1c(C)[nH]c(C=O)c1-c1ccccc1	8	-9
CCS(=O)(=O)N1CCC(C(=O)NCc2ccc3c(c2)OCO3)CC1	-13	-1
COc1ccc(-c2noc(CN3CCCC(OCc4ccccn4)C3)n2)cc1 (configuration not stated)	6	9
COc1ccc(C(=O)NNC(=O)C2CCCO2)cc1 (configuration not stated)	-4	-5
Nc1c(Cl)cc(C(=O)NC2CC2)cc1Cl	-4	0
Cc1ccccc1NC(=O)Nc1cc(-c2ccccc2)nn1C	-5	4
CN(CC(=O)NC1(C)CCS(=O)(=O)C1)S(=O)(=O)c1ccc(Cl)cc1 (configuration not stated)	0	-1
Cc1cccc(C)c1Nc1nnc(SCC(=O)NCc2ccco2)s1	-3	-10
O=C(COc1ccc(Cl)cc1)NCc1nnc(SCC(=O)Nc2ccc3c(c2)OCCO3)o1	10	-1
CC(C)=C(NC(=O)c1ccccc1)C(=O)Nc1cccc(C(=O)O)c1	14	-7
C[C@@H]1CN([C@@H](C)CO)C(=O)CCCn2nncc2CO[C@H]1CN(C)Cc1ccccc1C(F)(F)F	8	-6
Cn1c2c(c(=O)n(C)c1=O)C(c1cc3c(cc1Br)OCO3)CC(=O)N2 (configuration not stated)	-2	13
CSc1ncccc1C(=O)OCC(=O)c1cc(C)n(CC2CCCO2)c1C (configuration not stated)	-22	4

Whole records from above.
Shown for CCS(=O)(=O)N1CCC(C(=O)NCc2ccc3c(c2)OCO3)CC1 : H9c2 TAG inh: -13; H9c2 TAG inh DAPI viability: -1
Shown for O=C(COc1ccc(Cl)cc1)NCc1nnc(SCC(=O)Nc2ccc3c(c2)OCCO3)o1 : H9c2 TAG inh: 10; H9c2 TAG inh DAPI viability: -1

Next section
SMILES	H9c2 TAG inh	H9c2 TAG inh DAPI viability
O=C(CCn1nnnc1CN1CCOCC1)N1CCC(c2ccccc2Cl)C1 (configuration not stated)	-10	1
COc1cccc(CCC(=O)Nc2cccc(S(=O)(=O)N3CCCC3)c2)c1OC	5	-4
COc1ccc(S(=O)(=O)CCC(=O)NCCc2ccc(S(N)(=O)=O)cc2)cc1	3	2
Cc1nnsc1C(=O)N1CCCC1(C)C(=O)O (configuration not stated)	-8	-3
S=C(Nc1ccc2nccnc2c1)N1CCCC1	-9	6
C/C(=C/c1ccccc1)C(=O)N1CCN(c2ccccc2F)CC1	-1	1
CCOc1ccccc1NC(=O)NC1CCCc2ccccc21 (configuration not stated)	-62	-5
Cc1ccc(S(=O)(=O)N2CCC(C(=O)OC(C)C(=O)N3CCOCC3)CC2)cc1 (configuration not stated)	-28	7
N#Cc1cccc(S(=O)(=O)NCC(=O)OCC(=O)c2ccc[nH]2)c1	1	2
Cc1cc(O)c(C(C)C)cc1NC(=O)Cn1nc(C)c2ccccc2c1=O	15	7
CN(C)c1ccc(C(=S)N2CCCCCC2)cc1	9	-7
O=S(=O)(c1ccccc1)N1CCN(Cc2cccc(Br)c2)CC1	-4	0
O=C(Nc1ccc(N2CCN(C(=O)c3ccco3)CC2)cc1)c1ccccc1	5	-3
O=C(N/N=C1\CCCCc2ccccc21)c1ccccn1	-7	-4
c1csc(CNc2ncnc3nc[nH]c23)c1	-2	-3
Cc1cnc(=O)[nH]c1SCC(=O)Nc1nccs1	-18	-1
O=C(/C=C/c1ccc2c(c1)OCO2)N1CCOCC1	15	-14
O=C(O)C1CCCCC1C(=O)NCCc1ccc(F)cc1 (configuration not stated)	0	2
COc1ccccc1N(CC(=O)NC(C)(C)C)C(=O)c1ccc(Cl)nc1	-26	0
O=S1(=O)C[C@@H](O)[C@@H](Nc2ccccc2)C1	-4	-7
CC(C)N(C(=O)Cn1cc(SCC(=O)NCc2ccco2)c2ccccc21)C(C)C	-7	-15
CC[C@@]1(C(=O)OC)N[C@H](CN(C)C(=O)Nc2ccc(F)cc2)[C@@H]2C(=O)N(C)C(=O)[C@@H]21	0	-2
CC(=O)NCCNC(=O)C1(C)Cc2c(-c3ccccc3)ccnc2O1 (configuration not stated)	3	-6
N#Cc1nc(/C=C/c2ccccc2)oc1NCCCN1CCOCC1	-4	i
CC(=O)N1CN(C2CCS(=O)(=O)C2)Cc2c1sc1c2CCCC1 (configuration not stated)	-7	2
O=C(O)/C=C/C(=O)Nc1ccc(OCc2ccccc2)cc1	6	-6
Cc1ccc(CN2C(=O)CCC2(C)C(=O)NCc2cccnc2)cc1 (configuration not stated)	2	4
CC(=O)n1cc([C@H]2C=C(C(=O)N3CCOCC3)O[C@@H](OCc3ccc(CO)cc3)C2)c2ccccc21	9	-5
COc1ccc(-c2cc(-c3ccccc3)c(C#N)c(=S)[nH]2)cc1	-3	9
CN(Cc1cccs1)S(=O)(=O)c1cccs1	-26	13
[O-]/C(=C(\C(=S)Nc1ccc(SC(F)F)cc1)[n+]1ccccc1)c1cc(Cl)ccc1Cl	-7	-10
C=CCN(Cc1nc(-c2ccc(OC)c(OC)c2)oc1C)C1CCS(=O)(=O)C1 (configuration not stated)	-26	16
Cc1ccc(NC(=S)NCCc2ccc(S(N)(=O)=O)cc2)c(C)c1	-35	12
NC(=O)C1CCN(C(=O)CSc2nc3c(c(-c4ccccc4)n2)CCCC3)CC1	7	4
Oc1ccc(Cl)cc1N=Cc1sc2ccccc2c1Cl	5	-9
O=C(CSc1nnc2ccc(-c3ccncc3)nn12)c1cccs1	-10	-1
CCOc1cnc(C(=O)NNC(=O)C(Br)C(C)C)o1 (configuration not stated)	-4	1
Cc1cc(SCC(=O)Nc2ccc(O)cc2)n2ncc(-c3ccccc3)c2n1	12	-5
NC(=S)Nc1cccc2[nH]ncc12	5	-6
Cc1ccccc1NC(=O)Cc1nc(COC(=O)C(C)(C)Oc2ccc(Cl)cc2)cs1	6	2
Cc1c(C(=O)NCCc2ccccc2)oc2ccc(S(=O)(=O)N3CCC4(CC3)OCCO4)cc12	17	3
Cc1ccc(-c2nc3cc(N)ccc3o2)c(C)c1	24	42
COc1cccc(C(=O)NC2CC3CCCC(C2)N3S(=O)(=O)c2ccccc2)c1 (configuration not stated)	-6	-1
CC(=O)c1ccc(C(=O)NC2CCCN(Cc3ccccc3F)C2)cc1 (configuration not stated)	-3	8
O=C(O)c1ccc(OCc2occc2C(=O)O)cc1	10	-3
COc1ccccc1CNC(=O)COC(=O)c1ccc(Cl)nc1	5	2
COc1cc2c(C#CCCO)c(-c3ccsc3)oc(=O)c2cc1OC	34	5
CCOc1ccc(CCNC(=O)COC(=O)CSc2ccccc2C)cc1OCC	23	8
CC(C)CCCC(C)NS(=O)(=O)Cc1ccccc1 (configuration not stated)	-10	15
COc1ccc(CC(=O)N/N=C(\C)c2cccs2)cc1OC	-24	-2
CCOC(=O)c1ccc(NC(=O)CSc2nnc(-c3cccs3)n2C)cc1	1	6
CSc1ccc(/C=N/NC(=O)c2ccc3nc[nH]c3c2)cc1	2	3
CC(C)N(C)c1ncnc2c1ncn2[C@H]1CN(Cc2ccncc2)C[C@@H](CO)O1	-7	7
Cc1ccc(-n2nnnc2-c2ccco2)cc1	-7	3
Cc1ccc(S(=O)(=O)N(C)C)cc1NC(=O)C(C)OC(=O)c1ccc2c(c1)OCCO2 (configuration not stated)	-5	2
O=C(Nc1cccnc1Cl)c1noc2c1CCc1ccccc1-2	1	0
CC(=O)c1c(C)[nH]c(C(=O)COC(=O)COc2ccccc2)c1C	19	-3
Cc1cc(C)c2c(n1)SCC(=O)N2CC(=O)Nc1ccc(C)c(C)c1	-19	9
CN(C(=O)COC(=O)Cn1cnc2c1c(=O)n(C)c(=O)n2C)C1(C#N)CCCCC1	-21	-4
O=C(Nc1ccc2nc3n(c(=O)c2c1)CCCCC3)c1ccccn1	21	-1
COc1ccc(NC(=O)NCCC2=CCCCC2)cc1	-4	2

Among those listed so far, 15 have a Cl atom:
SMILES	H9c2 TAG inh	H9c2 TAG inh DAPI viability
Cc1nc2c(cnn2-c2ccccc2Cl)c(=O)n1-c1ccc(C(C)C)cc1	38	-3
CC(C)(C)NC(=S)N/N=C/c1c(Cl)cccc1Cl	13	14
O=C1CN(S(=O)(=O)c2cccc(Cl)c2Cl)CCN1	-2	6
CCC(C(=O)OC)n1cnc2c(cnn2-c2ccc(Cl)cc2)c1=O (configuration not stated)	-6	3
CCCCCC(=O)N1C[C@H](n2cc(COC(=O)c3ccccc3)nn2)[C@@H](O)C[C@@H]1c1ccc(Cl)cc1	19	6
Nc1c(Cl)cc(C(=O)NC2CC2)cc1Cl	-4	0
CN(CC(=O)NC1(C)CCS(=O)(=O)C1)S(=O)(=O)c1ccc(Cl)cc1 (configuration not stated)	0	-1
O=C(COc1ccc(Cl)cc1)NCc1nnc(SCC(=O)Nc2ccc3c(c2)OCCO3)o1	10	-1
O=C(CCn1nnnc1CN1CCOCC1)N1CCC(c2ccccc2Cl)C1 (configuration not stated)	-10	1
COc1ccccc1N(CC(=O)NC(C)(C)C)C(=O)c1ccc(Cl)nc1	-26	0
[O-]/C(=C(\C(=S)Nc1ccc(SC(F)F)cc1)[n+]1ccccc1)c1cc(Cl)ccc1Cl	-7	-10
Oc1ccc(Cl)cc1N=Cc1sc2ccccc2c1Cl	5	-9
Cc1ccccc1NC(=O)Cc1nc(COC(=O)C(C)(C)Oc2ccc(Cl)cc2)cs1	6	2
COc1ccccc1CNC(=O)COC(=O)c1ccc(Cl)nc1	5	2
O=C(Nc1cccnc1Cl)c1noc2c1CCc1ccccc1-2	1	0

This is a subset; the hit share may differ from the screen's.
